Screening data as filed in PubChem.
14-3-3 PPI: modulators of human 14-3-3 gamma - Raf peptide interaction | FP, 14-3-3gamma / TMR-pS259-Raf peptide binding | inhibition, % at 40 µM | 160,000 tested, 0.19% active; in the data active = inhibition above about 30%;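 note: 0% = protein plus tracer without compound and 100% = blank with tracer alone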
Target sequence (P61981 whole entry, looked up): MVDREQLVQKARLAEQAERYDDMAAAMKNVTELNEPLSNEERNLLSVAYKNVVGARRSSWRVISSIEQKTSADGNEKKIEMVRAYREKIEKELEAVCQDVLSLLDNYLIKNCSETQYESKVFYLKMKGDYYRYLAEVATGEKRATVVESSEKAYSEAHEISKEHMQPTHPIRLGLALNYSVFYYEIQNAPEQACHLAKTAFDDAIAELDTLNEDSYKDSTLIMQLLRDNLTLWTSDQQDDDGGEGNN
* marks the source's active call; other numbers are inactive results; & = joins results of further samples. This is a subset. The share of hits here may be higher or lower than overall.

canonical_smiles	14-3-3 PPI
COc1ccc(OC)c(-n2c(=S)[nH]c3cc(C(=O)NCC4CCCO4)ccc3c2=O)c1 (stereo not drawn)	-7.3
CC1(C)Cc2c(cnn2-c2ccc(Br)cc2)-c2nc3ccccc3nc21	-7.7
CCOC(=O)C1=NNC2C(=O)N(c3ccccc3OCC)C(=O)C12 (stereo not drawn)	-6.5
CC1=CN2C(=NC(=O)CC2(C)C(=O)NCc2ccc(F)cc2)C=C1 (stereo not drawn)	-5.3
CCCS(=O)(=O)N1CCN(C(=O)COc2ccc(Cl)cc2)CC1	-3.5
Cc1cc(N2C(=O)C3CC=CCC3C2=O)ccc1N1C(=O)c2ccc(Cl)cc2C1=O (stereo not drawn)	-5.1
O=C(NCCCN1CCOCC1)c1ccc(Cl)cc1[N+](=O)[O-]	-5.0
CC1CCN(S(=O)(=O)c2ccc3ncn(CC(=O)Nc4ccc(F)cc4)c(=O)c3c2)CC1	-18.7
CSc1ccccc1NC(=O)c1cnn2c(C(F)(F)F)cc(-c3cccs3)nc12	-6.9
O=C(Nc1ccc(Cl)cn1)c1cccnc1	0.4
O=C(c1cccs1)N1CCN(Cc2cccnc2)CC1	-5.2
COC(=O)c1ccccc1OCc1cccc(C)n1	14.1
CCCCC(=O)Nc1c(-c2ccccc2)nc2cc(C)ccn12	-1.3
CCCCCCCOC(=O)C1=C(C)Nc2ncnn2C1c1ccccc1Cl (stereo not drawn)	0.5
CCCCOc1ccc(OCCCN2CCOCC2)cc1	-1.1
CCOC(=O)C1=C(C)NC2=C(C(=O)c3ccccc32)C1c1ccc(OC(=O)c2ccc(C)cc2)cc1 (stereo not drawn)	-59.9
O=C(O)CCCCCN1C(=O)c2cccc3c(N4CCCCC4)ccc(c23)C1=O	-42.0
Cc1sc2c(c1C)c(=O)n(-c1ccc(F)cc1)c(=O)n2CC(=O)NC1CCCC1	-1.6
COc1ccc(-n2c(SCC(=O)NCc3ccccc3)nc3c([nH]c4ccccc43)c2=O)cc1	0.5
CCCOCCOC(=O)c1[nH]c2c(c1C)C(=O)CC(c1ccc(Cl)cc1)C2 (stereo not drawn)	-7.3
Cc1ccc(C(=O)Nc2ccc3oc(-c4ccccc4)nc3c2)cc1[N+](=O)[O-]	-7.7
O=C(CCCN1C(=O)c2ccccc2C1=O)Nc1ccccn1	-2.1
CCOC(=O)c1c(N)n(-c2ccc(OC)cc2)c2nc3ccccc3nc12	1.0
COc1ccc(/C(O)=C2\C(=O)C(=O)N(Cc3ccncc3)C2c2ccc(C)cc2)cc1 (stereo not drawn)	-1.2
Cc1noc(NS(=O)(=O)c2ccc(N)cc2)c1C	-6.1&-6.3
CC(C)(C)NC(=O)NC(=O)COC(=O)CNC(=O)c1cccc(F)c1	-2.4
CC(=O)c1cccc(NC(=O)CN(c2cccc(F)c2)S(C)(=O)=O)c1	0.0
CCc1ccc(NC(=O)CSc2nc3ccccc3c(=O)n2C2CCCCC2)cc1	-1.1
CN(C)c1oc(-c2ccccc2F)nc1C#N	-1.1&0.7
COC(=O)c1cc(-c2cccc(OC)c2)on1	0.7

4 successive records out of the list so far, for reference:
canonical_smiles	14-3-3 PPI
CC1=CN2C(=NC(=O)CC2(C)C(=O)NCc2ccc(F)cc2)C=C1 (stereo not drawn)	-5.3
CCCS(=O)(=O)N1CCN(C(=O)COc2ccc(Cl)cc2)CC1	-3.5
Cc1cc(N2C(=O)C3CC=CCC3C2=O)ccc1N1C(=O)c2ccc(Cl)cc2C1=O (stereo not drawn)	-5.1
O=C(NCCCN1CCOCC1)c1ccc(Cl)cc1[N+](=O)[O-]	-5.0

Random excerpt: 4 compounds from above.
canonical_smiles	14-3-3 PPI
CSc1ccccc1NC(=O)c1cnn2c(C(F)(F)F)cc(-c3cccs3)nc12	-6.9
CCCCOc1ccc(OCCCN2CCOCC2)cc1	-1.1
COc1ccc(-n2c(SCC(=O)NCc3ccccc3)nc3c([nH]c4ccccc43)c2=O)cc1	0.5
CC1(C)Cc2c(cnn2-c2ccc(Br)cc2)-c2nc3ccccc3nc21	-7.7

Later entries:
canonical_smiles	14-3-3 PPI
CCOC(=O)Cc1csc(NC(=O)COc2ccccc2[N+](=O)[O-])n1	-2.2
N#Cc1cnn(CC2CCCCC2)c1N	0.4
Cc1ccc(Nc2c(-c3cccs3)nc3ccc(Br)cn23)cc1	3.3
Cc1nn(C(=O)c2ccccc2)c2c1C(=O)CC(C)(C)C2	-1.4
CCOc1ccc(NC(=O)CCC(=O)Oc2ccc(C)cc2)cc1	-10.8
CCCc1ncc(C(O)c2cccc(OC)c2)n1C (stereo not drawn)	-17.8
CCCCSc1nnc2c(n1)OC(c1ccccc1)Nc1ccccc1-2 (stereo not drawn)	-2.7
COc1ccc(N2CCN(CCCNC(=O)c3cccn4c(=O)c5cc(Cl)ccc5nc34)CC2)cc1	-13.3
COC(=O)c1ccc(CSc2ncnc3c2nnn3-c2ccc(F)cc2)o1	-7.7
COc1ccc(CN2CCN(S(=O)(=O)c3ccc(F)cc3)CC2)cc1OC	-6.7
CCOC(=O)C1C(=O)CC(C)(O)C(C(=O)OCC)C1c1ccc(Br)o1 (stereo not drawn)	1.7
NC(=O)C1(N2CCCCC2)CCN(C2OC(=O)c3ccccc32)CC1 (stereo not drawn)	2.4
COC(=O)C1=C(N)N(c2ccc(S(N)(=O)=O)cc2)C2=C(C(=O)CCC2)C1c1cccc([N+](=O)[O-])c1 (stereo not drawn)	0.7
O=C(c1cccs1)N1CCN(S(=O)(=O)N2CCOCC2)CC1	-7.5
O=C(Cn1cnc2c(cnn2-c2ccc(F)cc2)c1=O)NCc1ccco1	3.5
Cc1ccc(-c2csc(NC(=O)c3ccno3)n2)cc1	-46.0
Cn1cc(SCC(=O)NCc2ccc3c(c2)OCO3)c2ccccc21	-6.5
Cc1ccccc1NC(=O)CSc1nc2ccc(N)cc2s1	4.2
CCN(CC)C(=S)Oc1ccc(C(=O)Nc2ccc(I)cc2)cc1	-17.5
CCCCCCn1c(CN2CCN(C(=O)c3ccco3)CC2)nc2c1c(=O)n(C)c(=O)n2C	-3.9
Cc1nnc(SCC(N)=O)n1CC1CCCO1 (stereo not drawn)	-4.8
CCOc1cccc(C(=O)Nc2ccc(NC(=O)c3ccco3)c(OC)c2)c1	-14.8
CN(C)CCCNC(=O)c1cc(-c2ccc(Br)s2)nc2ccccc12	-4.6
COc1ccc(C2CC(=O)C3=C(C2)NC(C)=C(C(=O)OCc2ccccc2)C3c2ccc(C)cc2)cc1 (stereo not drawn)	11.5
COc1ccc(-n2nc([N+](=O)[O-])c(=NC3CCCCCC3)n2O)cc1	-0.8
CC(C)Cc1nc2oc3c(=O)[nH]cnc3c2c2c1CCC2	-9.1
COc1ccc(Cl)cc1NC(=O)C1c2cc(OC)c(OC)cc2C(=O)N2CCc3ccccc3C12 (stereo not drawn)	-2.2
Cc1cccc(-c2cc(C(=O)NCc3ccncc3)c3ccccc3n2)c1	0.5
CC(C)Cn1c(NCCN(C)C)nc2c1c(=O)[nH]c(=O)n2C	-4.3
O=C1CC(NCCc2ccccn2)C(=O)N1c1ccc(Cl)cc1 (stereo not drawn)	-5.9

Going on with the list.
molecule,14-3-3 PPI
Cc1cc(C)n2nn[n+](C)c2n1,0.1
O=C(NCCCN1CCN(c2ccccc2F)CC1)C1CCN(S(=O)(=O)N2CCOCC2)CC1,2.3
CCC(c1nnc(SCC(=O)Nc2nnc(-c3ccccc3)o2)o1)N(C)C (stereo not drawn),-25.8
O=C1CCCC2=C1C(c1cn[nH]c1-c1ccc(F)cc1)C1=C(CCCC1=O)O2,0.2
COC(=O)c1ccc(N2C(=O)c3ccccc3NC2c2ccc3c(c2)OCO3)cc1 (stereo not drawn),8.8
Cc1cc(C)c2nc(Nc3nc(C)cc(-c4ccccc4)n3)nc(C)c2c1,-14.3
CCC(=O)N1CCc2cc(Br)cc(S(=O)(=O)CCC(=O)Nc3ncc(Br)s3)c21,-28.7
Cc1cc(C)c(CSc2nnc(C)s2)c(C)c1,-5.1
CCc1n[nH]c2c1/C(=N\O)CC(c1ccccc1)C2 (stereo not drawn),-2.3
O=C(O)CCC(=O)NCC1OCCc2ccccc21 (stereo not drawn),-2.1
CSCCC(NS(=O)(=O)c1cccc2nsnc12)C(=O)O (stereo not drawn),2.9
CC1CC2(CC(C)(C(=O)CSc3nc4ccccc4s3)OC2=O)C(=O)O1 (stereo not drawn),-2.3&-1.8
O=C1CC(NC2CCCC2)C(=O)N1c1ccc(Cl)cc1 (stereo not drawn),-24.6
CCOC(=O)C1=C(C)NC(=O)NC1c1ccc(OC)cc1 (stereo not drawn),-1.6
Cc1ccc(C2CC(c3ccc(Br)cc3)n3nnnc3N2)cc1 (stereo not drawn),8.0
CCC(O)C1=C(c2cccs2)Oc2ccccc2C1c1ccccc1C (stereo not drawn),-9.0
O=C(C[n+]1cccc(NC(=O)c2ccccc2)c1)c1ccc(NC(=O)c2ccccc2)cc1,4.3
Cc1ccc(/C(O)=C2\C(=O)C(=O)N(CCCN3CCOCC3)C2c2ccco2)cc1 (stereo not drawn),-1.8
COc1cccc(NC(=O)CSc2cc(=O)n(C)c3cc(Cl)ccc23)c1,-1.8
O=C1c2ccccc2NC(c2cccc(C(F)(F)F)c2)N1c1ccccc1 (stereo not drawn),-0.3
C=CCN1C(=O)c2ccccc2Sc2ccc(C(=O)NCCCN3CCCC3=O)cc21,4.4
COc1ccc(-n2ccnc2SCC(=O)Nc2cc(C)ccc2C)cc1,0.5
COC(=O)c1cc(=O)n2c(n1)sc1cc(C)ccc12,-5.7
CN(Cc1ccccc1)Cc1nc2c(c(=O)n(C)c(=O)n2C)n1Cc1ccc(F)cc1,-3.0
CN(C(=O)c1cc(C(=O)N(C)c2ccccc2)cc([N+](=O)[O-])c1)c1ccccc1,-1.7
CCCCCCOc1ccc(C(CC(=O)O)C(N)=O)cc1 (stereo not drawn),-5.9
CC(O)(C#CCN1CCOCC1)c1ccccc1 (stereo not drawn),-12.0
Cn1c(=O)[nH]c(=O)c2c1nc(SCc1ccc(F)cc1)n2Cc1ccccc1Cl,-10.5
CC(=O)N(c1nc(-c2cc3cc(Br)ccc3oc2=O)cs1)c1ccccc1F,1.2
COc1cccc(C(=O)N2CCN(c3ncccn3)CC2)c1,-6.6

Looked up above.
COc1cccc(C(=O)N2CCN(c3ncccn3)CC2)c1 in 14-3-3 PPI: -6.6
O=C(C[n+]1cccc(NC(=O)c2ccccc2)c1)c1ccc(NC(=O)c2ccccc2)cc1 in 14-3-3 PPI: 4.3

The results go on:
molecule,14-3-3 PPI
CC(C)c1ccccc1NC(=O)c1ccc(C(C)(C)C)cc1,0.9
Cc1cc2nc(NC3=NCN(CCCN4CCOCC4)CN3)nc(C)c2cc1C,-8.4
Cc1ccc(-c2c(C(=O)N3CCCCC3)oc(=O)c3ccccc23)cc1,-1.3
COc1cc(OC)c(NC(=O)CSc2nc3ccccc3n2S(=O)(=O)c2ccc(Br)cc2)cc1Cl,3.5
Cc1ccc(S(=O)(=O)N[C@@H](C)C(=O)N2CCC(C(=O)N3CCC[C@H]3C(=O)O)CC2)cc1,-1.8
O=C1CN(Cc2ccccc2)C(=NCc2ccco2)S1,-0.2
O=C(Nc1ccccc1)N(CCCN1CCOCC1)Cc1cc2cc3c(cc2[nH]c1=O)OCCO3,-3.5
Cc1ccc(NC(=O)c2ccc(S(=O)(=O)c3ccccc3Cl)c([N+](=O)[O-])c2)cc1Cl,-1.1
COc1cccc(NS(=O)(=O)c2ccc(NC(C)=O)cc2)c1,-6.8
COc1ccc(COn2c(=O)c(C)[n+]([O-])c3ccccc32)cc1OC,-6.2
COc1cccc(CNc2ccc3c(c2)ncn3C(C)C)c1OC,4.5
Cc1ccc(-n2c(SCC(N)=O)nc3c(c2=O)SCC3)cc1,-1.2
O=c1c2cc(F)ccc2[nH]c(=S)n1C1CCCCC1,-2.8
COC(=O)C1c2ccccc2-c2ccccc21,-4.6
O=C(O)c1oc2ccccc2c1-n1cccc1,-3.9
Cc1nn(-c2ccccc2)c2[nH]c(C(F)(F)F)cc(=O)c12,0.7
COC(=O)C1=C(C)Nc2nnnn2C1c1ccccc1 (stereo not drawn),0.0
COc1cccc(Cn2c(Oc3cccc(C)c3)nc3c2c(=O)n(C)c(=O)n3C)c1,2.1
COc1ccccc1OCCOc1ccc(/C=N/n2cnnc2)cc1,-1.4
Cc1ccc(NC(=O)c2ccc([N+](=O)[O-])cc2Cl)nc1,-5.0
COC(=O)c1c(NC(=O)COc2cccc(C(F)(F)F)c2)sc2c1CCCC2,-9.4
CCOC(=O)c1ccc2nc(C)cc(Nc3ccc(OCC)cc3)c2c1,-20.5
Cc1c(C(=O)N2CCc3ccccc3C2)sc2nc(-c3ccccc3)cn12,2.5
O=C(CN(c1ccc(Cl)c(C(F)(F)F)c1)S(=O)(=O)c1ccccc1)NCc1ccccn1,-10.2
CN(C)c1cc(N=C2CCCN2c2ccccc2)c2ccccc2n1,1.0
O=C(NCC1CCCO1)C1c2ccccc2Oc2ccccc21 (stereo not drawn),7.4
CCOc1ccc(CNC(=O)c2cc3cc4ccc(C)cc4nc3o2)cc1,-5.8
CCOC(=O)C1CCCN(c2c(N3CCN(c4ccccn4)CC3)c(=O)c2=O)C1 (stereo not drawn),-4.8
FC(F)(F)c1nnc2ccc(N3CCCCCC3)nn12,-7.4
Oc1ccccc1CN1CCCN(Cc2ccccc2O)C1,-8.8&1.4
CC1CCN(CCNC(=O)Cn2c(=O)oc3cc(Cl)ccc32)CC1,0.7
COc1ccc2ccccc2c1C1NC(=S)NC(C)=C1C(=O)Nc1ccccc1C (stereo not drawn),1.2
CC(C)c1ccc(C(=O)CC2(O)C(=O)N(CCc3ccccc3)c3ccc(Cl)cc32)cc1 (stereo not drawn),-1.0
COc1ccc(-n2c(COc3ccccc3)nnc2SCC(N)=O)cc1,6.8
CC(=O)C1=C(O)C(=O)N(CC2CCCO2)C1c1ccccc1 (stereo not drawn),-1.2
COc1ccc(CN2CCN(c3c4c(c(C#N)c5nc6ccccc6n35)CCC4)CC2)cc1,-20.8
Cc1ccc(S(=O)(=O)Cn2nnnc2CN2CCCC3(CCCCC3)C2)cc1,1.3
Cc1sc2ncn(CC(=O)NCCCC(=O)NC3CCCCCC3)c(=O)c2c1C,1.7
